Vif-APOBEC3F blk – blocks the Vif interaction with APOBEC3F | Potency, µM (titrated, usually from 46.1 µM), without a hit: at the top dose activity, negative = active | HeLa A3F-eYFP + Vif (tagged APOBEC3F with the HIV-1 protein that degrades it), YFP fluorescence increase | AID 602313 | 390,000 compounds, 0.2% hits; note: potency is the fitted concentration of half-maximal effect; % of control where 0% means no effect; nearly all actives have a fitted effect of over 65% in size
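Fluorescence increase (Ex 488/Em 500-530) after overnight compound treatment at 37 deg C flags inhibition of Vif-driven A3F-eYFP loss in stable HeLa A3F-eYFP/Vif cells seeded overnight beforehand.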
D1 antag – blocks dopamine activation of the human D1 receptor; 360,000 compounds, 3.2% hits; HEK293 TREx D1 cells, calcium flux, dopamine EC80; hits give low values; activity change, negative = inhibition, % at 10 µM; AID 504652; in the data active = activity change below about -30%; note: % is set by controls: 0 for no effect and ±100 for the full control effect
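Compound effects on dopamine-evoked calcium signalling were measured in tetracycline-induced HEK293 Trex D1 cells. Dopamine at EC80 followed a 180 s compound pre-read, and fluorescence was tracked kinetically for 180 s more.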
Vif-A3G inh – blocks the Vif interaction with human APOBEC3G | Q9HC16 | HeLa A3G-eYFP + Vif (tagged APOBEC3G with the HIV-1 protein that degrades it), YFP fluorescence, overnight | Potency, µM (top dose mostly 46.1 µM), inactives show at the highest dose activity, negative = active, usual class: inhibitors | 410,000 compounds, 0.076% hits | AID 602310;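 note: potency is the fitted concentration of half-maximal effect; % is set by controls: 0 for no effect and ±100 for the full control effect; nearly all actives have a fitted effect of over 60% in size; hits raise eYFP signal because A3G escapes Vif-driven loss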
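HeLa cells stably expressing Vif and C-terminally eYFP-tagged A3G, seeded overnight at 37 deg C, then exposed to compound by pintool overnight at 37 deg C. Rise in yellow fluorescence (Ex 488/Em 500-530, Acumen) marks blocked Vif-driven A3G degradation.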
D1 agonist – human D1 receptor agonism; HEK293 T-REx D1 cells, calcium flux, agonist mode; activation, % at 2 µM; 360,000 compounds, 1% hits; in the data active = activation above about 30%; note: 0% is about no effect
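Tetracycline-induced HEK293 TREx D1 cells, force-coupled to calcium signalling, were dye-loaded with a no-wash calcium kit. Compound was pin-added after a 10 s baseline. Fluorescence was read kinetically at 1 cycle/s for 180 s, with calcium rises flagged as agonism.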
GRP78 ERSR act – ER stress response induction in glioma; AID 602332; Potency, µM, inactives show at the top dose activation, usual class: activators; U87-MG GRP78 promoter luciferase reporter, 16 h; 420,000 compounds, 0.02% hits; note: potency is the fitted concentration of half-maximal effect; series mostly up to about 76 µM; % of control where 0% means no effect; nearly all actives have a fitted effect of over 35% in size
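ERSR induction read as luciferase luminescence (Bright-Glo, 10 min at room temperature) in stably transfected human U87-MG glioma cells exposed to compounds for 16 h, using GRP78 as sensor.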
RXFP1 agonist – agonists of human relaxin receptor RXFP1 | Q9HBX9 | HEK293T-RXFP1 cAMP TR-FRET, 30 min; response scale: percent of porcine relaxin response, buffer zero | Potency, µM (top dose mostly 57.5 µM), for inactives: at the top dose activation, most hits filed as activators | 370,000 compounds, 0.3% hits | AID 2676; note: potency is the fitted concentration of half-maximal effect; % is set by controls: 0 for no effect and ±100 for the full control effect; nearly all actives have a fitted effect of over 60% in size; many of its hits are not listed in these tables
Target sequence (Q9HBX9 whole entry, looked up): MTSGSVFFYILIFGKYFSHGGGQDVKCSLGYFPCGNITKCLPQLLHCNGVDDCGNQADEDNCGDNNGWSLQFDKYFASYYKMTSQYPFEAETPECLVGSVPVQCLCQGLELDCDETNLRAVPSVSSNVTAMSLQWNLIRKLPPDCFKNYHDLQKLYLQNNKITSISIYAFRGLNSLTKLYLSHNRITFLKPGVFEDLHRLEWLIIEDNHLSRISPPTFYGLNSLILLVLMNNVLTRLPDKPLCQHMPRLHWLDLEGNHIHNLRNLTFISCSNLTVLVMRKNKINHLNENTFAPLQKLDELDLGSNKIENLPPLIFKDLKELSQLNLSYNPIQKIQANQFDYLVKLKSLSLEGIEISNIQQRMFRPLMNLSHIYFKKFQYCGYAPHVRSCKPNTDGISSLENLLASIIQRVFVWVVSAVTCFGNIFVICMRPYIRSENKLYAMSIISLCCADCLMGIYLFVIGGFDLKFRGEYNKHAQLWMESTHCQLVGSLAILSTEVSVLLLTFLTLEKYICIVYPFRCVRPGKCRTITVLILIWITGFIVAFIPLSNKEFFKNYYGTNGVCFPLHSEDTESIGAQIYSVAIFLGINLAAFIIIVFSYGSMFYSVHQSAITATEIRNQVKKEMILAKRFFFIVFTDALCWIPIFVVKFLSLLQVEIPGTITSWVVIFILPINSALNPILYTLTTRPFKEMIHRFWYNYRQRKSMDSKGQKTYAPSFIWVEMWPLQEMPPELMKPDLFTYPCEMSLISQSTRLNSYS
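Agonist response is measured as cAMP accumulation in an RXFP1-transfected HEK293T line under PDE4 inhibition. Values are scaled between buffer-only and 29 nM porcine relaxin, and EC50s come from standard Hill equation fits.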
D2 potentiator – positive allosteric modulators of human D2 dopamine receptor | P14416 | HEK293 T-REx D2, calcium flux, EC20 dopamine potentiation | potentiation, % at 10 µM | 340,000 compounds, 0.34% hits | AID 485347;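 active = potentiation over 3 SD above the plate norm, cut at about 30% in these data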; note: 0% is about no effect
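Cells plated with tetracycline inducer and held overnight at 30 C; calcium dye loaded 30–90 min at room temperature; baseline taken, compound added and read 180 s; EC20 dopamine then added and read 180 s.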
LDHA inh – LDHA (human) enzyme inhibition; P00338; purified LDHA, NADH/diaphorase-resazurin fluorescence; hits give low values; activity change, % (values are at about 110 or 230 µM); 480,000 compounds, 0.15% hits; AID 1347041; in the data active = activity change below about -30%; inconclusive = mostly about -25% to -30%;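 note: plate controls were DMSO wells for no effect and wells without enzyme for full effect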
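Human LDH5 (2 nM) was incubated with 0.06 mM NADH and 0.2 mM pyruvate for 5 min at room temperature in Tris pH 7.4. Remaining NADH was coupled through diaphorase/resazurin, and resorufin fluorescence was read at 0 and 20 min.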
D1 PAM – enhances dopamine response at the human D1 receptor | HEK293 TREx D1 cells, calcium flux, dopamine EC20 potentiation | AID 504651 | potentiation, % at 10 µM | P21728 | 360,000 compounds, 0.036% hits; in the data active = potentiation above about 30%; note: 0% is about no effect
* hit, by the source's call; ? = inconclusive; / = not tested or not shown. Unless noted, calls come from the whole dose curve; as a rule, active = well fitted curve in the direction sought with a large enough effect; inconclusive = small, poorly fitted or top-dose-only effect, or another doubt; inactive = no such curve, though single readings can be large; an effect the other way counts as inactive or inconclusive. Some of the compounds tested. The share of hits here may be higher or lower than overall.

SMILES,Vif-A3G inh,D1 PAM,Vif-APOBEC3F blk,D1 antag,LDHA inh,GRP78 ERSR act,D2 potentiator,D1 agonist,RXFP1 agonist
CN(C)c1ccc(C=NNc2ccccn2)c(Cl)c1,0%,/,-5%,/,-3,3%,/,/,/
O=C(OCc1nnc(-c2ccc([N+](=O)[O-])cc2)o1)C1CC(=O)N(CCc2ccccc2)C1 (stereo not drawn),0%,-4,0%,-26,-7,-1%,4,2,0.8%
COc1ccc(-n2cc(-c3ccc(OC)c(OC)c3)[nH]c2=S)cc1,-15%,-2,6%,9,-1,-3%,-3,0,-0.5%
COC(=O)c1sc(-c2ccc(Cl)cc2)cc1NC(=O)COCC(=O)O,-6%,-3,-3%,-7,-12,2%,-2,1,4.0%
CCOc1ccc(C(c2c(O)nc(SC)[nH]c2=O)c2c(O)nc(SC)[nH]c2=O)cc1,1%,/,-9%,/,-1,-2%,/,/,/
CCN(CC(=O)Nc1cc(Cl)ccc1C)C(=O)c1ccc(=O)n(Cc2ccccc2)n1,2%,0,4%,5,-2,-1%,-12,0,4.0%
COc1cccc(N=C(N)N)c1,0%,6,-5%,-12,-7,-6%,8,-2,-1.5%
Cc1ccc(-c2nc3cccnc3s2)cc1NS(C)(=O)=O,0%,-2,4%,5,-11,-1%,11,8,12%
COc1cc(SC)ccc1C(=O)Nc1ccncc1,-2%,-6,-23%,0,1,6%,0,3,1.8%
Cc1oc(-c2ccc(Cl)cc2)nc1CS(=O)CC(=O)NCCc1ccccc1 (stereo not drawn),3%,-1,-4%,-15,-11,0%,2,2,0.0%
Cc1c(C(=O)Nc2ccc3c4c(cccc24)CC3)cccc1[N+](=O)[O-],-5%,-7,1%,4,0,10%,0,3,-1.2%
Cc1nn(-c2ccccc2)c(NC(=O)c2cccs2)c(-c2ccccc2)c1=O,-1%,-8,-2%,14,-4,0%,-3,3,3.8%
CCCCC/C=N\NC(=O)Cc1ccc([N+](=O)[O-])cc1,0%,-8,-1%,-9,-9,-3%,-12,1,0.3%
Cc1cc(=O)oc(C)c1C(=O)NCCCN1CCN(c2ccc(F)cc2)CC1,2%,-9,-3%,12,2,-1%,-17,2,-1.5%
COc1ccc(-n2cc(CN(C)C(C)c3ccncn3)c(-c3cccc(F)c3)n2)cc1 (stereo not drawn),0%,-4,-3%,1,1,-2%,4,5,-0.9%
CN1CCN(c2nc3c(c(=O)[nH]c(=O)n3C)n2Cc2cccc(Br)c2)CC1,5%,-3,1%,5,-6,-4%,-1,1,1.2%
CC(C)c1ccccc1NC(=O)CNCCOc1ccccc1F,3%,-2,-19%,-11,-11,-2%,-26,0,-0.4%
CCOC(=O)c1c(NC(=O)c2cccs2)sc(CC)c1-c1cccs1,-1%,8,-4%,8,-3,-2%,1,8,7.3%
O=C(Nc1ccc(CN2CCOCC2)cc1)c1cc(Cl)ccc1Cl,-3%,-5,-9%,-12,-4,-2%,8,8,0.5%
COc1ccc(C(=O)NCc2nnc(SCC(=O)N3CCCc4ccccc43)o2)cc1OC,3%,-9,-18%,10,-3,-2%,9,1,1.8%
Cc1[nH]n(-c2ccc(Cl)cc2)c(=O)c1C(=O)c1ccccc1,-2%,-6,4%,-15,-4,0%,2,2,-1.1%
Cc1ccc(-n2c(C)cc(C(=O)CSc3n[nH]c(N)n3)c2C)cc1,3%,-1,2%,3,4,4%,-3,2,3.3%
Cc1ccc(CNc2ncnc3c2c(-c2ccccc2)cn3-c2ccccc2)cc1,-1%,-1,-10%,-10,3,2%,-15,9,1.2%
CCN(C[C@H]1N[C@@](C)(C(=O)OC)[C@H]2C(=O)N(Cc3ccccc3)C(=O)[C@@H]12)S(=O)(=O)c1ccc(OC)cc1,2%,/,-2%,/,-1,-2%,/,/,/
Cn1c(SCC(=O)NC2CCS(=O)(=O)C2)nc2ccccc21 (stereo not drawn),2%,/,-13%,/,-7,0%,/,/,/
O=C(NCC(=O)N(c1cccnc1)C(C(=O)NC1CCCCC1)c1ccccc1)c1ccco1 (stereo not drawn),0%,-4,7%,6,1,1%,-4,2,-0.3%
C[C@H](CO)N1C[C@H](C)[C@@H](CN(C)C(=O)c2ccccc2)Oc2cc(C#C[C@@H](C)O)ccc2S1(=O)=O,1%,/,-11%,/,1,-1%,/,/,/
CC(=O)OCC1OC(COC(C)=O)(c2ccc(C)cc2)C(OC(C)=O)C1OC(C)=O (stereo not drawn),0%,/,-4%,/,-18,0%,/,/,/
COCCn1cc(C(=O)N2CCN(C)CC2)c2c3ccccc3n(C)c2c1=O,1%,7,-1%,0,-1,-2%,4,1,1.0%
CCOC(=O)Cc1ncccc1C(=O)Nc1ccc(Oc2ccccc2)cc1,1%,-6,-5%,-16,1,4%,7,11,0.1%
CN1CC(=O)Nc2ccccc2C1=O,0%,6,-3%,4,0,-1%,-1,4,0.0%
CN(CCOc1ccc(Cl)cc1)C(=O)c1cc(S(=O)(=O)N2CCOCC2)ccc1N1CCCC1,-2%,/,-11%,13,-18,-5%,-11,5,-0.7%
Cc1c(C(=O)NCc2cccnc2)oc2ccc(S(=O)(=O)N3CCCCCC3)cc12,-1%,-2,3%,-4,1,-4%,17,2,0.5%
Cc1nc2nc(SCC(=O)NCc3ccco3)nn2c(C)c1Cc1ccccc1,?,-2,-26%,-6,1,-1%,3,2,-1.0%
CN(c1ncc(C(F)(F)F)cc1Cl)N1C(=O)c2cccc([N+](=O)[O-])c2C1=O,2%,-7,6%,-10,-1,-1%,15,0,0.2%
Cc1[nH]nc2c1C1(C(=O)N(Cc3ccc(Cl)cc3)c3ccccc31)C(C#N)=C(N)O2 (stereo not drawn),-2%,-13,5%,3,15,-3%,0,6,-1.1%

Shown field by field: entries from further up
Cn1c(SCC(=O)NC2CCS(=O)(=O)C2)nc2ccccc21 (stereo not drawn)
  Vif-A3G inh = 2% | D1 PAM = / | Vif-APOBEC3F blk = -13% | D1 antag = / | LDHA inh = -7 | GRP78 ERSR act = 0% | D2 potentiator = / | D1 agonist = / | RXFP1 agonist = /
O=C(NCC(=O)N(c1cccnc1)C(C(=O)NC1CCCCC1)c1ccccc1)c1ccco1 (stereo not drawn)
  Vif-A3G inh = 0% | D1 PAM = -4 | Vif-APOBEC3F blk = 7% | D1 antag = 6 | LDHA inh = 1 | GRP78 ERSR act = 1% | D2 potentiator = -4 | D1 agonist = 2 | RXFP1 agonist = -0.3%

Following part:
SMILES,Vif-A3G inh,D1 PAM,Vif-APOBEC3F blk,D1 antag,LDHA inh,GRP78 ERSR act,D2 potentiator,D1 agonist,RXFP1 agonist
OCCC1CN(Cc2ccc3ncccc3c2)CCN1Cc1ccccc1 (stereo not drawn),4%,-4,13%,1,-1,-5%,/,1,2.3%
Cc1ccc(C2NS(=O)(=O)N=C2N)cc1 (stereo not drawn),0%,-1,-8%,/,-4,-2%,-7,0,-0.6%
CCCN(N=Nc1cccc([N+](=O)[O-])c1)c1cccc([N+](=O)[O-])c1,-1%,-6,-4%,-7,-4,-1%,2,9,0.5%
CCOC(=O)N1CCN(C(=O)c2cccc(OC)c2O)CC1,0%,2,-7%,15,0,-1%,-23,1,2.0%
COc1ccc(OC)c(N/C=C/C(=O)c2ccc(OC)c(OC)c2)c1,-13%,3,?,15,2,-2%,12,5,1.6%
O=C(CSc1ccc([N+](=O)[O-])cc1)Nc1cccc(S(=O)(=O)N2CCOCC2)c1,1%,/,0%,/,-6,0%,/,/,/
COc1ccc(C(CCN(Cc2ccc(OC)c(OC)c2)C(C)=O)c2ccccc2)cc1 (stereo not drawn),-5%,8,-6%,-12,3,-3%,3,10,1.1%
O=C(CSc1nnnn1-c1cccnc1)Nc1ccc(OCc2ccccc2)cc1,-2%,0,-11%,-22,-6,-3%,14,3,-0.1%
Nc1nonc1-n1nnc(C(=O)N/N=C/c2c(F)cccc2Cl)c1-c1ccc2c(c1)OCO2,-3%,3,-2%,13,-6,-1%,-5,2,0.8%
CCOc1ccc(CCNC(=O)COC(=O)c2cc(OC)c(OC)c(OC)c2)cc1OCC,/,0,/,1,/,/,0,1,0.4%
O=C(NC(=S)NCC1CCCO1)c1cccs1 (stereo not drawn),0%,-7,-9%,1,-5,2%,23,5,0.3%
CCC(C)(C)NC(=O)C(c1ccc(F)cc1)N(Cc1ccco1)C(=O)c1cnccn1 (stereo not drawn),1%,-6,-2%,-1,1,-3%,2,1,-0.8%
CC(=O)N(c1nc(/C=C\C(=O)O)cs1)c1ccccc1F,1%,-1,-7%,-1,1,3%,-5,1,0.5%
C=CCn1c(=O)c2c(nc3n2CCN3c2cccc(Cl)c2C)n(C)c1=O,0%,7,-5%,3,-2,0%,2,1,3.3%
O=C(CCC(=O)Nc1ccccc1)NCCO,0%,-6,-1%,20,-2,2%,-16,-1,-0.2%
Cc1ccc(C(=O)N/C(=C\c2ccccc2)C(=O)NCCN2CCOCC2)cc1,0%,-1,-1%,2,-5,-2%,-12,2,1.4%
O=C(NCc1c[nH]c2ccccc12)c1ccccc1,-13%,/,-19%,/,-5,-4%,/,/,/
CCC(C)NC(=O)c1ccc(CN2CCc3ccccc3C2)cc1 (stereo not drawn),2%,-1,1%,-16,0,0%,-18,4,-0.4%
COc1ccccc1NC(=O)C(C)N1CCN(C/C=C/c2ccccc2)CC1 (stereo not drawn),1%,-9,-5%,12,-1,0%,4,8,0.3%
C#Cc1ccc([C@@H]2C=C(C(=O)O)O[C@H](OCc3ccc(CO)cc3)C2)cc1,4%,-6,2%,-39*,-1,-1%,5,-3,-1.5%
O=C(COc1ccc2c(-c3ccccc3)cc(=O)oc2c1)NCc1cccs1,-8%,-10,0%,-15,-2,-5%,6,-1,3.0%
CCOC(=O)C(CO)(NC(C)=O)C(=O)OCC,-8%,-1,1%,-4,-2,1%,12,0,0.0%
COc1ccc(NC(=O)CC2C(=O)N(c3ccc(OC)cc3)C(=O)N2CCc2cccs2)cc1 (stereo not drawn),0%,-5,6%,-20,-4,-2%,-6,-1,0.9%

From PubChem
